CHO parental Ca: counter-screen: ATP calcium response change in parental CHO cells; parental CHO-K1, ATP-induced calcium, Fluo-8 fluorescence; inhibition, % at 5.6 µM; 330,000 compounds, 0.63% hits;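 active = inhibition above that plate's mean sample inhibition plus 3 SD, cut at about 26% in these data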;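 note: 0% = ATP-challenged DMSO wells and 100% = DMSO wells without ATP; some compounds past the cut are filed as inactive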
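Material: Parental CHO cells | Reagent: ATP | Compound dosing: Single nominal dose of 5.6 µM per compound | Detection: Intracellular calcium via Fluo-8 no-wash fluorescent dye | Read-out: % inhibition of ATP-induced calcium mobilization | Benchmarks: Low control ATP plus DMSO, high control DMSO only | Replicates: Singlicate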
CHRM1 agonist: agonists of human M1 muscarinic receptor. P11229. CHO-K1 hM1, Fluo-8 calcium fluorescence, agonist mode; 0% DMSO, 100% acetylcholine EC100. activation, % at 3 µM. 360,000 compounds, 0.33% hits;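 active = activation above the run's mean compound activation plus 3 SD, cut at about 16% in these data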;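 note: peak over basal fluorescence ratio within a 140 s kinetic read after compound addition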
TAAR1 antag: human TAAR1 antagonism. CHO RD-HGA16 TAAR1, Fluo-8 calcium fluorescence, antagonist. 360,000 compounds, 1.5% hits. inhibition, % at 3 µM. Q96RJ0;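 active = inhibition above a per-plate cutoff, the mean inhibition of test compounds on that plate plus 3 SD, cut at about 49% in these data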;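 note: 0% = DMSO plus EC80 beta-PEA response and 100% = DMSO alone without agonist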
Target sequence (Q96RJ0 whole entry, looked up): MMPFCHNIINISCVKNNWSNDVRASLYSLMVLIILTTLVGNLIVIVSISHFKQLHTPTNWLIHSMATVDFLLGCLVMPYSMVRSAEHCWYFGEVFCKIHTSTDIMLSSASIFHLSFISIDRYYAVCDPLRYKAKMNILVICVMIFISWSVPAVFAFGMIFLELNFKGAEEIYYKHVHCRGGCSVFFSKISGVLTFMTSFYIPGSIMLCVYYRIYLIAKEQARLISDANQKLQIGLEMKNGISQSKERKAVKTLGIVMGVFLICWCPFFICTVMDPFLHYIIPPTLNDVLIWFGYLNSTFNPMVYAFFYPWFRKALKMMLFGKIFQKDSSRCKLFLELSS
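test system = CHO RD-HGA16 cells bearing hTAAR1 | replication = singlicate | controls = DMSO-only wells and EC80 β-PEA-stimulated wells | reagent = EC80 β-phenethylamine stimulus | read-out basis = percent inhibition of PEA-evoked calcium signal, max/basal emission ratio | schedule = seeding 17-24 h prior, 75-min 37 °C, 30-min RT dye loading | signal = kinetic Fluo-8 calcium fluorescence measurement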
TAAR1 agonist: agonists of human TAAR1; Q96RJ0; AID 624467; activation, % at 3 µM; 360,000 compounds, 0.99% hits; CHO RD-HGA16 TAAR1, Fluo-8 calcium fluorescence; vehicle wells 0%, saturating PEA agonist 100%;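 active = activation above the mean activation of all test compounds in the run plus 3 SD, cut at about 38% in these data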
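System: CHO-derived RD-HGA16 cells with stable Gα16 and human TAAR1 / Times: 17-24 h plating, Fluo-8 75 min 37 °C, 30 min RT / Technique: calcium-sensitive Fluo-8 signal, excitation 470-495, emission 515-575 nm / Measure: % activation relative to PEA EC100 response / Benchmarks: DMSO and PEA EC100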
CHO-K1 Ca antag: counter-screen for M1 antagonists: effect in parental CHO-K1 cells; ATP-induced calcium, Fluo-8 fluorescence; inhibition, % at 3 µM; 360,000 compounds, 0.6% hits;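 active = inhibition above a per-plate cutoff, the plate's mean sample inhibition plus 3 SD, cut at about 24% in these data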;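 note: 0% = DMSO plus EC80 ATP and 100% = DMSO alone without ATP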
OXTR potentiator: human OXTR potentiation. CHO-OTR cells, Fluo-8 calcium fluorescence, potentiator mode; 0% = oxytocin EC15, 100% = EC100. activation, % at 3 µM. 320,000 compounds, 0.061% hits;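 active = activation above that plate's cutoff, the mean activation of tested compounds plus 3 SD, cut at about 6.6% in these data, passing the limit was not always enough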;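 note: 100% uses oxytocin at 75 nM as the full agonist control; some results filed as inactive read as strong as hits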
Target sequence (P30559 whole entry, looked up): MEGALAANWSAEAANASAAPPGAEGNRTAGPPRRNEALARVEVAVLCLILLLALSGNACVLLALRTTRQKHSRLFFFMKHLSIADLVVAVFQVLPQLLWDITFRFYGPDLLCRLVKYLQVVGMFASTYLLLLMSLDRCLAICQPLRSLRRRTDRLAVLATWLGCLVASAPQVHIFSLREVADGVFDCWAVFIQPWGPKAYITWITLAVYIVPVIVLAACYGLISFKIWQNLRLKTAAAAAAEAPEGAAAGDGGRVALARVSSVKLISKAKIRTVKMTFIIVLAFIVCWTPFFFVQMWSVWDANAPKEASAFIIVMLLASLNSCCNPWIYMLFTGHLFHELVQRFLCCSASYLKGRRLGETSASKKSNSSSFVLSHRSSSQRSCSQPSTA
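System: human OTR in CHO cells / Also added: sub-maximal oxytocin, roughly EC15 / Control set: EC15 oxytocin low, 75 nM oxytocin high / Schedule: 6 min compound pre-incubation at room temperature, 100 s kinetic read / Compound: single-point 3.0 µM / Replication: singlicate / Technique: Fluo-8 calcium dye fluorescence / Read-out basis: % activation of max/min ratio relative to oxytocin controls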
CHRM1 antagonist: blocks human M1 muscarinic receptor; P11229; CHO-K1 hM1, Fluo-8 calcium fluorescence, ACh EC80 antagonist; inhibition, % at 3 µM; 360,000 compounds, 1.3% hits; AID 588852;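 active = percent inhibition above its own plate's cutoff, namely the mean of that plate's compound wells plus 3 SD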;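 note: peak over basal fluorescence ratio during 140 s after agonist addition; 0% = ACh EC80 plus DMSO and 100% = DMSO alone without agonist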
M1 ag parental: M1 agonist counterscreen hit in parental CHO-K1 cells. activation, % at 3 µM. 360,000 compounds, 0.48% hits. Fluo-8 calcium fluorescence; scaled to maximal ATP response, vehicle zero; in the data active = activation above about 15%;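 note: untransfected CHO-K1 host cells lacking M1 receptor as counterscreen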
CHO-K1 Ca PAM: nonselective activator or artifact in parental CHO-K1 calcium assay; ATP EC20, Fluo-8 calcium fluorescence; 0% at ATP EC20, 100% at ATP max; activation, % at 3 µM; 360,000 compounds, 0.02% hits; AID 602247;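 active = activation above the run cutoff, the mean activation of all test compounds plus 3 SD, cut at about 40% in these data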;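 note: peak over basal fluorescence ratio in a 140 s read after ATP addition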
Starred values were filed as active, the others as inactive; x = no result given.

SMILES	CHO parental Ca	CHRM1 agonist	TAAR1 antag	TAAR1 agonist	CHO-K1 Ca antag	OXTR potentiator	CHRM1 antagonist	M1 ag parental	CHO-K1 Ca PAM
CCOC(=O)c1ccc(N2CCCCC2)c(NS(=O)(=O)c2cccc(C(F)(F)F)c2)c1	-28	-4	11	1	-17	-12	4	0.5	8
CN1CCOCCOCCN(C)C1=O	13	-2	0	5	8	-7	16	0.8	-1
CNc1nc2c(-c3ccc(Cl)cc3)nnn2c2ccccc12	-8	-2	-1	1	-11	-1	-7	1.9	11
COc1ccccc1CC(=O)NC1CCC(C)CC1 (stereo not given)	-12	-7	8	2	-6	6	0	-0.4	12
CC(=O)Nc1cccc(-c2cc3c(c4c2ccn4C)C2CCC3O2)c1 (stereo not given)	x	-8	-4	-1	11	x	1	0.4	5
COc1cc(NC(=O)CCS(=O)(=O)c2ccc3nc(C)sc3c2)cc(OC)c1OC	4	-8	-4	1	-19	-3	-5	0.7	21
Cc1cc(C)nc(/N=C(/NC(=O)c2ccccc2)Nc2ccccc2)n1	-10	-2	3	2	4	-13	-9	-0.1	10
CCOc1ccc(S(=O)(=O)N(CC)CC(=O)N2CCCC2)cc1C	-13	-4	-3	0	-6	-6	-8	-0.3	19
COc1cccc(-c2nc(N3CCN(c4ccccc4)CC3)c3ccccc3n2)c1O	-6	0	-7	4	-3	-4	-12	6.1	25
CCCCOc1ccc(CSc2nncn2N)cc1	-4	-5	3	2	-1	5	-9	-0.2	4
O=C1CC(c2ccccc2)C(C(=O)O)N1 (stereo not given)	-10	-1	-5	0	-7	1	6	-0.3	11
O=C1CCC(C(=O)Nc2cccc(C(F)(F)F)c2)N1 (stereo not given)	-4	-2	-19	8	-4	5	2	-0.1	-4
CCOC(=O)c1ccc(N/C=C\C(=O)c2cccc(OC)c2)cc1	-13	-4	19	2	-8	-5	-10	0.2	6
CCCCCc1cc(=O)oc2c(C(CCN3CCCC3)c3ccc(N(C)C)cc3)c(OC)cc(OC)c12 (stereo not given)	-7	-8	4	36	-9	-5	28	1.9	13
Cc1nc(-c2ccc(Cl)cc2)sc1C1(C)CC(c2cccc([N+](=O)[O-])c2)=NO1 (stereo not given)	-19	-1	0	7	-3	-4	-1	-0.1	8
CCCc1nc2ccccc2c(=O)n1/N=C/c1c(C)[nH]n(-c2ccc(C)cc2)c1=O	-10	-3	0	-2	8	0	7	0.2	-5
Cc1nnc2sc(SCC(=O)N3CCc4ccccc43)nn2c1=O	x	-2	-23	1	-6	x	-6	1.1	-3
Cc1ccc(C)c(NCCCCC(=O)O)c1	x	-1	-22	14	4	x	4	0.4	6
COc1ccc(N(CC(=O)NC2CCCC2)C(=O)CCC(=O)Nc2cc(C)on2)cc1OC	-2	-5	4	4	-6	-3	-2	0.7	11
COc1ccc(-c2nnc(SCC(=O)Nc3ccc(Cl)cc3)n2C)cc1	-15	-4	-10	-1	-26	0	-3	0.0	5
O=C(O)CCCC(=O)N1N=C(c2ccccc2)CC1c1ccc2c(c1)OCO2 (stereo not given)	-2	-3	-14	2	2	-7	-1	0.6	-2
Cc1cc(C)cc(NS(=O)(=O)c2ccc3[nH]cc(C(=O)NCc4ccco4)c(=O)c3c2)c1	1	-4	3	12	-15	-9	-14	0.0	3
Cc1cnn(C(=S)NCCc2ccccc2)c1	-1	-4	32	48*	-4	-8	-7	0.3	10
COc1ccc(N(Cc2cc3ccccc3[nH]c2=O)S(=O)(=O)c2ccc(OC)cc2)cc1	-25	-1	48	5	-8	-9	7	3.0	20
Nc1ccc(-c2cc(-c3ccc(N)cc3)nc(-c3ccccc3)n2)cc1	2	-7	16	1	2	-4	-4	-0.3	-1

Structural class: the compounds so far with two or more sulfur atoms.
SMILES	CHO parental Ca	CHRM1 agonist	TAAR1 antag	TAAR1 agonist	CHO-K1 Ca antag	OXTR potentiator	CHRM1 antagonist	M1 ag parental	CHO-K1 Ca PAM
COc1cc(NC(=O)CCS(=O)(=O)c2ccc3nc(C)sc3c2)cc(OC)c1OC	4	-8	-4	1	-19	-3	-5	0.7	21
Cc1nnc2sc(SCC(=O)N3CCc4ccccc43)nn2c1=O	x	-2	-23	1	-6	x	-6	1.1	-3

Next compounds.
SMILES	CHO parental Ca	CHRM1 agonist	TAAR1 antag	TAAR1 agonist	CHO-K1 Ca antag	OXTR potentiator	CHRM1 antagonist	M1 ag parental	CHO-K1 Ca PAM
CCOC(=O)N[C@H](Cc1c[nH]c2ccccc12)C(=O)NC1CC1	-1	-2	-20	0	-2	10*	-2	0.3	11
CC1c2c([nH]c3ccccc23)CCC1C(=O)O (stereo not given)	2	-6	1	4	-5	-3	-8	0.7	24
COc1ccc(CCN2C(=O)CC(N3CCOCC3)C2=O)cc1 (stereo not given)	-2	-5	-2	8	-12	2	-17	0.2	19
CCOc1cc(CNc2ccc(S(N)(=O)=O)cc2)cc(Cl)c1OC	-7	2	-8	0	1	-3	-5	-0.5	-10
CCS(=O)(=O)N1CCN(c2nc(-c3ccccc3)cs2)CC1	-10	-4	7	1	7	-9	11	2.2	-6
CN1CCc2nc3ccccc3c(C(=O)OCC(=O)N(CCC#N)c3ccccc3)c2C1	-17	-6	51*	17	-6	-19	12	5.0	16
C/C(=N\NC(=O)CCc1c[nH]c2ccccc12)c1cccc([N+](=O)[O-])c1	-25	-6	16	10	5	-13	6	0.6	1
CC1CCN(S(=O)(=O)c2ccc(C(=O)Nc3nnc(-c4ccccn4)o3)cc2)CC1	-16	-7	-22	1	-5	1	-3	-0.7	20
COc1ccc(CNC(=O)COC(=O)C2CCN(S(=O)(=O)c3ccccc3C(F)(F)F)CC2)cc1	-7	-1	3	1	-4	-8	-9	4.5	19
CC(C)CN1CCN(Cc2c[nH]c3ccccc23)CC1CCO (stereo not given)	-16	-8	-4	16	-5	-16	-13	0.8	18
Cc1ccc2oc(C(=O)Nc3ccc(S(=O)(=O)Nc4onc(C)c4C)cc3)cc(=O)c2c1	-9	-3	-26	3	-7	-9	3	0.5	-11
CCOC(=O)c1cc(NC(=O)C2C3CCC(O3)C2C(=O)O)cc(C(=O)OCC)c1 (stereo not given)	-14	-2	8	15	-15	-5	-9	-0.3	4
CCCN(CC(=O)NC(=O)NCc1ccccc1)CC(=O)Nc1ccc(F)c(F)c1F	x	-5	-28	1	-13	x	-11	0.9	16
Fc1cccc(NC(=S)NNc2c3ccccc3nc3ccccc23)c1	x	-7	53*	0	-6	x	-7	1.8	8
COc1cc2c(=O)n(CCCN3CCOCC3)c(=S)[nH]c2c(OC)c1OC	-13	-5	-11	5	-12	-13	-10	0.1	21
COc1ccc(CN(C)C(=O)CNC(=O)CNC(=O)c2ccc(Cl)cc2Cl)cc1F	-14	-1	-15	-1	12	-7	15	4.8	-15
COC(=O)c1ccc2nc(-c3ccc(Cl)cc3)c(Cc3ccccc3OC)n2c1	x	2	-25	10	-17	x	-39	0.5	17
COc1ccc(C(=O)NNC(=O)CSc2ccccc2)cc1	-3	-6	-18	1	-10	-5	1	0.4	-3
Cc1ccc(C)c(C(O)c2ncc(-c3ccccc3)[nH]2)c1 (stereo not given)	x	-1	-14	6	-10	x	9	0.6	15
CC(=O)OC1OCCOC1NC(=S)Nc1cccc(C(F)(F)F)c1 (stereo not given)	11	-6	20	7	-5	-5	-3	0.8	20
N=C1C(=O)OCC1c1ccccc1NC(=O)c1ccccc1 (stereo not given)	6	-5	-13	3	4	-8	1	0.0	2
O=C(NC12CC3CC(CC(C3)C1)C2)c1cc2nc(-c3ccco3)cc(C(F)(F)F)n2n1	-17	-1	x	x	-11	-14	-18	0.5	19
COc1ccccc1C(=O)NCC(=O)NCc1cc(=O)n(C)c(=O)n1C	11	-2	-10	4	0	-2	-1	-0.1	-5
CC(C)(C)OC(=O)C[C@@H]1C/C=C\C[C@@H](CC(=O)NCCO)C(=O)NCCOC1=O	4	5	15	8	-6	-2	-8	-0.1	8
CCOC(=O)/C=C/C(=O)N1CCc2ccccc21	-3	-5	-8	7	-14	-10	2	0.2	14
Next results
SMILES	CHO parental Ca	CHRM1 agonist	TAAR1 antag	TAAR1 agonist	CHO-K1 Ca antag	OXTR potentiator	CHRM1 antagonist	M1 ag parental	CHO-K1 Ca PAM
O=C(c1ccccc1)N1CCCC(c2nc3c(nnn3Cc3ccccc3)c(=O)[nH]2)C1 (stereo not given)	-20	-5	6	12	-22	3	0	0.8	12
O=C(NC1CCS(=O)(=O)C1)C12CC3CC(CC(C3)C1)C2 (stereo not given)	-11	-2	-28	2	-18	2	12	0.4	-3
C=CCOC(=O)C1=C(C)NC2(O)c3ccccc3C(=O)C12O (stereo not given)	-9	-2	-2	1	-9	0	-30	0.3	24
O=C(NC1CCCCC1)N(Cc1ccccc1)Cc1ccco1	-10	-5	7	12	3	-10	3	0.1	0
CCCC(=O)C1=C(N(C)c2ccccc2)CC(C)(C)CC1=O	-3	1	-17	2	4	-3	-6	0.0	-13
CCCc1cc(=O)oc2cc(C)cc(OC(C)C(=O)NCc3ccccn3)c12 (stereo not given)	-15	-4	-10	-1	-10	3	-5	2.8	6
CCc1cc(Cn2nc(-c3ccccc3)cc2C(=O)NCc2ccc(C)cc2)on1	-11	-6	22	5	-16	-2	-9	0.1	10
CC(C)CC(c1nnnn1C(C)C)N1CCN(c2ccccc2)CC1 (stereo not given)	-3	-5	11	4	-15	-8	-13	0.3	24
C=C1C(=O)C23C(O)C1CCC2C12COC3(O)C(O)C1C(C)(C)CCC2O (stereo not given)	x	3	-26	5	14	x	-16	-0.2	-18
Cc1ccc(Cc2c(C(C)(C)C)nc3ccc(Br)cn23)cc1	x	-6	-21	0	-8	x	-25	0.1	-12
CC1(C(=O)NS(=O)(=O)c2ccc(Cl)cc2)CCN1C(=O)C1CCCCC1 (stereo not given)	x	-2	-10	2	1	x	-4	-0.6	-11
O=C(NCC(=O)N1CCN(S(=O)(=O)c2ccccc2F)CC1)c1ccc(Br)o1	-14	-3	-14	0	-5	-2	-4	0.9	3
O=C1C2CCCN2C(=O)N1CCCN1CCN(c2cccc(Cl)c2)CC1 (stereo not given)	-10	-8	2	3	8	-1	5	2.8	1
O=C(c1ccc(Cl)c(Cl)c1)N1CCCC1	-5	-2	5	2	-4	-4	7	-0.1	2
CC1(C)SC2c3ccccc3C(=O)N2C1C(=O)O (stereo not given)	x	-5	-10	0	3	x	1	0.8	-16
N#CC1=C(SCc2ccccc2)NC(=O)CC1c1ccccc1 (stereo not given)	-11	-5	26	8	-11	-9	-4	1.3	23
